# TrxR1 substrate: substrates of rat thioredoxin reductase 1; O89049; purified TrxR1 substrate turnover, NADPH consumption readout; Potency, µM (doses to about 114 µM), inactives show at the top dose activity change, negative = substrate turnover; 0.01% of 390,000 active; also: % is scaled to controls: 0 for no effect and ±100 for the full control effect; nearly all actives have a fitted effect of over 50% in size
# Target sequence (O89049 whole entry, looked up): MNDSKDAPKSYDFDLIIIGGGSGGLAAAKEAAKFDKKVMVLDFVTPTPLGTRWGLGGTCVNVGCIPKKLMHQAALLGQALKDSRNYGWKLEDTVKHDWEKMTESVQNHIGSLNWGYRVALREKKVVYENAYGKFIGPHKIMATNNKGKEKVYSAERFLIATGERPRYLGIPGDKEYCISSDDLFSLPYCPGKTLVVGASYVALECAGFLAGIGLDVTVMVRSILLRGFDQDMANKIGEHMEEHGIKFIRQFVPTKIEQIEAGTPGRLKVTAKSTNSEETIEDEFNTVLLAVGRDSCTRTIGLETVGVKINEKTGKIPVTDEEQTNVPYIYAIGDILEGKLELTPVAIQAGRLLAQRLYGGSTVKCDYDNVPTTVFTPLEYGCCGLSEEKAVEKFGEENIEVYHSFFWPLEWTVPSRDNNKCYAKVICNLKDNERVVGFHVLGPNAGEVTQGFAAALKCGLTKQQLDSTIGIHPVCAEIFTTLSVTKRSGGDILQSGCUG
#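 Rat TrxR1, dispensed at 90 nM, was prereduced with 400 uM NADPH (final) for 5 min at ~22 deg C, then incubated with compound 15 min before 400 uM selenite. A first-read NADPH fluorescence drop versus no-compound background flagged substrates.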
# 12-LOX inh: ALOX12 (human) lipoxygenase inhibition | P18054 | 1.1% of 580,000 active | Potency, µM (doses to about 108 µM), for the others: at the highest dose activity change, negative = inhibition, most hits filed as inhibitors | purified 12hLO, xylenol orange hydroperoxide absorbance; also: % is scaled to controls: 0 for no effect and ±100 for the full control effect
#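 Purified human 12hLO at 150 nM in 25 mM Hepes, 0.01% Triton X-100, pH 7.0, preincubated 15 min at room temperature with compound. Reaction started with 40 uM arachidonic acid, 30 min at room temperature. Hydroperoxide measured by Fe-xylenol orange, 573/405 nm absorbance ratio.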
# mIDH1 inhibitor: inhibitors of human mutant IDH1 R132H; O75874; IDH1-R132H enzyme, NADPH consumption, diaphorase/resazurin fluorescence; Potency, µM (highest dose often 76.6 µM), without a hit: at the top dose activity change, negative = inhibition, actives largely listed as inhibitors; 0.093% of 390,000 active; AID 602179; also: % is scaled to controls: 0 for no effect and ±100 for the full control effect; nearly all actives have a fitted effect of over 65% in size
# Target sequence (O75874 whole entry R132H, stated change not applied): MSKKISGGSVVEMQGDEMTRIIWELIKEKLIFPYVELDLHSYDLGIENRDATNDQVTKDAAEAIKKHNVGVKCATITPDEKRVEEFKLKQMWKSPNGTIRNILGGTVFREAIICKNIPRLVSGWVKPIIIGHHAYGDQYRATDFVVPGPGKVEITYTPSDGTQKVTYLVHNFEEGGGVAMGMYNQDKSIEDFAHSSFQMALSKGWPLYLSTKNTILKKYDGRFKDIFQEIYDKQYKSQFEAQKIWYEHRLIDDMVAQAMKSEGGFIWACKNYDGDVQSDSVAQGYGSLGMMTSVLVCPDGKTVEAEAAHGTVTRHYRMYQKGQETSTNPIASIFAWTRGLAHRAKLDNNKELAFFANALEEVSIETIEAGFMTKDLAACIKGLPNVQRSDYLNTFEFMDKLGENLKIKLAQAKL
#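 IDH1-R132H (0.5 ug/mL) preincubated 30 min with compound, then NADPH (0.016 mM) and alpha-KG (2 mM) added; 80 min at RT, pH 7.5. Remaining NADPH coupled via diaphorase/resazurin to fluorescence (540/590 nm); concentration-response curves normalized to no-enzyme control.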
# USP1-UAF1 inh: blocks the human USP1/UAF1 deubiquitinase complex | O94782 | recombinant USP1/UAF1, Ub-Rhodamine cleavage fluorescence | Potency, µM (top dose mostly 57.1 µM), for inactives: at the highest dose activity change, negative = inhibition, hits mostly inhibitors | 0.23% of 390,000 active | AID 743255; also: % is scaled to controls: 0 for no effect and ±100 for the full control effect; nearly all actives have a fitted effect of over 60% in size; inactives centre near -12
#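 In this screen, compounds sit with the deubiquitinase complex (1nM) for 15 min at room temperature before Ub-Rho is added at 150nM final. Fluorescence rise is then followed for 6 reads every 60 seconds.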
# Vif-A3G inh: Vif-A3G binding inhibition; Q9HC16; HeLa A3G-eYFP + Vif (tagged APOBEC3G with the HIV-1 protein that degrades it), YFP fluorescence, overnight; Potency, µM (top dose mostly 46.1 µM), inactives show at the top dose activity, negative = active, actives largely listed as inhibitors; 0.076% of 410,000 active; AID 602310;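 also: % is scaled to controls: 0 for no effect and ±100 for the full control effect; nearly all actives have a fitted effect of over 60% in size; hits raise eYFP signal because A3G escapes Vif-driven loss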
#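 Read-out is eYFP fluorescence (Ex 488/Em 500-530) from Vif-expressing HeLa A3G-eYFP cells; more signal means A3G escaped Vif-mediated degradation. Cells plated overnight, compound pinned in, incubated overnight at 37 deg C.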
# RXFP1 agonist: agonists of human relaxin receptor RXFP1. Potency, µM (titrated, usually from 57.5 µM), without a hit: top-dose activation, usual class: activators. HEK293T-RXFP1 cAMP TR-FRET, 30 min; response scale: percent of porcine relaxin response, buffer zero. 0.3% of 370,000 active. Q9HBX9; also: % is scaled to controls: 0 for no effect and ±100 for the full control effect; nearly all actives have a fitted effect of over 60% in size; many of its hits are not listed in these tables
#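 HEK293T cells stably expressing RXFP1 were pretreated with the PDE4 inhibitor Ro 20174, exposed to compounds for 30 min at 37C, lysed, and cAMP was read by TR-FRET. Data normalized to buffer (basal) and 29 nM porcine relaxin (100%).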
# RGS4 inh: human RGS4 inhibition; P49798; Transcreener GDP fluorescence polarization, RGS4-accelerated GTP hydrolysis; Potency, µM (titrated, usually from 114 µM), for the others: at the top dose activity change, negative = inhibition, actives largely listed as inhibitors; 0.039% of 390,000 active; AID 504845; also: % is scaled to controls: 0 for no effect and ±100 for the full control effect; nearly all actives have a fitted effect of over 75% in size; some results filed as inactive show a strong effect at the top dose
# Target sequence (P49798 whole entry, looked up): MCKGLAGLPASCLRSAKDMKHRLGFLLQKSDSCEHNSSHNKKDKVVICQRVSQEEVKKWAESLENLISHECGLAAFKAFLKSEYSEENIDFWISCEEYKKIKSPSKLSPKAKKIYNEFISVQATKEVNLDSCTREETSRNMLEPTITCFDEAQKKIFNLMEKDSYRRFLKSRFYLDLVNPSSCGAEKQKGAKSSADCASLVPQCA
#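 MLSMR compounds (23 nl, pin-transferred) preincubated 10 min at room temperature with a 500nM (2x) first reagent, then RGS4 at 900nM (2x) plus Transcreener GDP mix added; fluorescence polarization (620/688 nm) read before and after 90 min at 30 °C.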
# Vif-A3F inh: inhibitors of Vif-A3F interaction; Potency, µM (series often up to 46.1 µM), without a hit: top-dose activity, negative = active; AID 602313; HeLa A3F-eYFP + Vif (tagged APOBEC3F with the HIV-1 protein that degrades it), YFP fluorescence increase; 0.2% of 390,000 active; also: % of control where 0% means no effect; nearly all actives have a fitted effect of over 65% in size
#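 HeLa cells stably expressing A3F-eYFP plus Vif, plated and incubated overnight at 37 deg C, then exposed to compounds overnight at 37 deg C. Blocked degradation read as raised yellow fluorescence (Ex 488/Em 500-530).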
# TrxR1 inh: rat TrxR1 inhibition; O89049; recombinant rTrxR1, NADPH fluorescence consumption, selenite substrate; 1% of 390,000 active; Potency, µM (series often up to 114 µM), for the others: at the highest dose activity change, negative = inhibition, most hits filed as inhibitors; also: % is scaled to controls: 0 for no effect and ±100 for the full control effect; nearly all actives have a fitted effect of over 65% in size
#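 Rat TrxR1 (90 nM in the dispensed reagent) was pre-reduced with 400 uM NADPH for 5 min at room temperature, then incubated with compound for 15 min. After 400 uM selenite was added, NADPH fluorescence (Ex 340/Em 450 nm) was followed for 8 min.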
# * = called active by the depositor; i = inactive; ? = inconclusive; . = no result given; [ ] = dose if it differs, or a comment. Calls follow the shape of the dose curve; as a rule, active = well fitted curve in the direction sought with a large enough effect; inconclusive = small, poorly fitted or top-dose-only effect, or another doubt; inactive = no such curve, though single readings can be large; an effect the other way counts as inactive or inconclusive. Potency is read from the fitted curve at half-maximal effect. Not all compounds are listed (hit frequency here may not be typical).
# A first look (five entries):
entry	Molecule	TrxR1 substrate	12-LOX inh	mIDH1 inhibitor	USP1-UAF1 inh	Vif-A3G inh
1	CCCCN(C(=O)c1ccc(C)cc1)c1c(N)n(CCC)c(=O)[nH]c1=O	4%[0.0914 µM]	-16%	0%	-12%	-2%
2	O=C(CN1CCC(n2nnc3ccccc32)CC1)NCc1cccs1	13%	1%	4%	-9%	-2%
3	CC(C)C(c1nnnn1C(C)(C)C)N1CCC(Cc2ccccc2)CC1 (configuration not stated)	-6%	-2%	4%	?	-10%
4	CC1CCc2sc(C(=O)NCCCn3ccnc3)cc2C1 (configuration not stated)	-10%	i	-5%	-12%	-1%
5	Fc1ccc(-c2noc3ncnc(NCCc4ccc(Cl)cc4)c23)cc1	-6%	-4%	13%	-20%	2%

entry	RXFP1 agonist	RGS4 inh	Vif-A3F inh	TrxR1 inh
1	-4.1%	-16%	-6%	7%[57.1 µM]
2	3.0%	1%	3%	14%
3	0.4%	-23%	?	-9%
4	-3.6%	36%	-10%	-8%
5	-0.4%	-18%	3%	12%

# The list itself, repeating the preview:
entry	Molecule	TrxR1 substrate	12-LOX inh	mIDH1 inhibitor	USP1-UAF1 inh	Vif-A3G inh
1	CCCCN(C(=O)c1ccc(C)cc1)c1c(N)n(CCC)c(=O)[nH]c1=O	4%[0.0914 µM]	-16%	0%	-12%	-2%
2	O=C(CN1CCC(n2nnc3ccccc32)CC1)NCc1cccs1	13%	1%	4%	-9%	-2%
3	CC(C)C(c1nnnn1C(C)(C)C)N1CCC(Cc2ccccc2)CC1 (configuration not stated)	-6%	-2%	4%	?	-10%
4	CC1CCc2sc(C(=O)NCCCn3ccnc3)cc2C1 (configuration not stated)	-10%	i	-5%	-12%	-1%
5	Fc1ccc(-c2noc3ncnc(NCCc4ccc(Cl)cc4)c23)cc1	-6%	-4%	13%	-20%	2%
6	CCC(=O)Oc1cccc(C(=O)Nc2ccc(-c3nnc(-c4ccco4)o3)cc2)c1	23%	0%	2%	-11%	?
7	O=C(CN(CC1CCCO1)C(=O)CNS(=O)(=O)c1ccc(F)cc1)NCc1ccccc1 (configuration not stated)	0%	-3%	2%	-3%	0%
8	Cc1cc(S(=O)(=O)Nc2nc(CN3CCOCC3)nc3sc4c(c23)CCC4)cc(C)c1C	-2%	-28%	-10%	-8%	0%
9	Oc1ccc(/C=N/N=C(c2ccccc2)c2ccccc2)c(O)c1O	1%	40µM*	-3%	-12%	?
10	CCOC(=O)CCc1c(C)nc(SCCN2CCCC2)c(C#N)c1C	0%	0%	7%	-8%	0%

entry	RXFP1 agonist	RGS4 inh	Vif-A3F inh	TrxR1 inh
1	-4.1%	-16%	-6%	7%[57.1 µM]
2	3.0%	1%	3%	14%
3	0.4%	-23%	?	-9%
4	-3.6%	36%	-10%	-8%
5	-0.4%	-18%	3%	12%
6	1.1%	-16%	3%	-10%
7	3.1%	-11%	?	18%
8	0.8%	-2%	-5%	-6%
9	-0.1%	?	0%	3%
10	0.9%	-15%[56.9 µM]	2%	-13%

# Next part
entry	Molecule	TrxR1 substrate	12-LOX inh	mIDH1 inhibitor	USP1-UAF1 inh	Vif-A3G inh
11	O=S(=O)(Cc1ccccc1)N1CCN(C2Cc3ccccc3C2)CC1	10%[57.1 µM]	0%	14%	-15%	1%
12	N=c1n(CCO)c2ccccc2n1Cc1ccc(Cl)cc1	0%	8%	2%	-11%	0%
13	C=CCn1c(SC(C)C#N)nc2sc(CC)cc2c1=O (configuration not stated)	2%[11.4 µM]	-15%	-7%	-20%	-1%
14	CC(C)(C)[C@@H]1C=C(C(=O)NC2CC2)O[C@H](OCc2ccc(CO)cc2)C1	8%[57.1 µM]	-2%	-11%	-15%	0%
15	CN(C)c1nc2c(c(=O)n(C)c(=O)n2C)n1Cc1ccccc1	-3%	-20%	4%	-11%	-5%
16	O=C(CCCc1ccccc1)N1CCN(c2ccc([N+](=O)[O-])cc2)CC1	-11%[57.1 µM]	0%	6%	-17%	-6%
17	COc1ccc(Nc2nc(S(=O)(=O)c3ccc(C)cc3)c(Cl)s2)cc1	-4%	-25%	0%	-5%	0%
18	CN(C(=O)CS(=O)(=O)Cc1ccccc1Cl)c1ccccc1	0%	-6%	7%	-16%	-9%
19	Cc1ccc(SCCNC(=O)/C=C/c2cccc([N+](=O)[O-])c2)cc1	-9%	-17%	12%	-12%	0%
20	COC(=O)CN(C#N)c1nc(NC(C)C)nc(NC(C)C)n1	-4%	-28%	4%	-19%	3%

entry	RXFP1 agonist	RGS4 inh	Vif-A3F inh	TrxR1 inh
11	2.1%	19%	1%	19%[57.1 µM]
12	1.9%	-16%	0%	7%[57.1 µM]
13	4.7%	-8%	14%	12%[11.4 µM]
14	0.0%	-14%	1%	13%[57.1 µM]
15	3.4%	-1%	2%	3%
16	0.2%	9%	0%	2%[57.1 µM]
17	-0.5%	-9%	1%	5%
18	-2.7%	19%	11%	2%
19	0.4%	3%	-3%	-4%
20	-0.9%	-32%	2%	20%

# (continued)
entry	Molecule	TrxR1 substrate	12-LOX inh	mIDH1 inhibitor	USP1-UAF1 inh	Vif-A3G inh
21	CNC(=O)CN(c1ccc(Oc2ccccc2)cc1)S(=O)(=O)c1ccc(C)cc1	0%	-4%	8%	-15%	-2%
22	CCOc1ccc(N2CC(NC(=O)C3CCCCC3)CC2=O)cc1 (configuration not stated)	7%[57.1 µM]	-13%	0%	-10%	-2%
23	CC1=C(C(=O)Nc2ccc(C)cc2)C(c2ccc(N(C)C)cc2)NC(=O)N1 (configuration not stated)	3%	-24%	6%	-3%	-2%
24	O=C(CN1CCCCC1)Nc1nc(-c2ccccc2)cs1	-1%[11.4 µM]	.	-16%	-5%	0%
25	O=C(NCc1cccnc1)c1ccc(Cn2c(=S)[nH]c3ccc(Br)cc3c2=O)cc1	-4%	-11%	6%	?	-11%
26	Cc1ccc2c(Cl)cc(Cl)c(OCC(=O)Nc3cc(S(=O)(=O)N(C)C)ccc3C)c2n1	9%	4%	2%	-15%	4%
27	O=C(NCc1ccccc1)C12CC3CC(CC(Cl)(C3)C1)C2	6%[57.1 µM]	195%[activator]	7%	11%	0%
28	Cc1cccc(CSc2ccc(S(=O)(=O)N3CCCC3)cn2)c1	-5%	-2%	-5%	-20%	-1%
29	O=C(NN1C(=O)C2CC=C(Cl)CC2C1=O)c1ccncc1 (configuration not stated)	-7%	19%	-1%	-19%	1%
30	COCCNC(=O)c1ccccc1NC(=O)Nc1ccccc1	-6%[57.1 µM]	129%[activator]	5%	-10%	0%

entry	RXFP1 agonist	RGS4 inh	Vif-A3F inh	TrxR1 inh
21	3.4%	5%	0%	1%
22	1.1%	8%	4%	16%[57.1 µM]
23	-2.4%	-9%	-1%	-3%
24	2.7%	-7%	-6%	-14%[11.4 µM]
25	?	?	-6%	-9%
26	2.8%	-8%	18%	5%
27	1.0%	46%	-4%	4%[57.1 µM]
28	-1.1%	-12%	10%	26%
29	1.8%	-14%	2%	-2%
30	-0.5%	-7%	7%	31%[57.1 µM]

# Next section:
entry	Molecule	TrxR1 substrate	12-LOX inh	mIDH1 inhibitor	USP1-UAF1 inh	Vif-A3G inh
31	Cc1cc(N2CCOCC2)nc(N2CCOCC2)c1C#N	.	0%	6%	-32%	-10%
32	Clc1ccc(CSc2nnc(-c3c[nH]c4ccccc34)o2)cc1	9%[57.1 µM]	6%	6%	-24%	-6%
33	Cc1ccc(-c2nn(Cc3ccccc3)cc2/C=C/C(=O)O)cc1C	-10%	0%	3%	-4%	-1%
34	COc1ccc(CNC(=O)c2cnc(N3CCCC3)nc2C)cc1	2%[57.1 µM]	-11%	.	-24%	.
35	C=CCn1c(C)cc(-c2csc(NC(=O)C3=COCCO3)n2)c1C	-6%	-28%	5%	?	-4%
36	Cc1cc(NC(=O)COC(=O)COc2ccc(C(=O)c3ccccc3)cc2)no1	10%[57.1 µM]	-12%	2%	-10%	0%
37	COc1ccccc1N1CCN(C(=O)c2cc3c(=O)n(Cc4cccs4)ccc3nc2C)CC1	0%[57.1 µM]	-16%	11%	5%	4%
38	NC(=O)C1CCN(S(=O)(=O)c2cc3c(cc2Cl)NC(=O)CO3)CC1	1%[57.1 µM]	-25%	-13%	?	-1%
39	CC1CC=CC2C1C(=O)N(Cc1ccccc1)C2c1ccoc1 (configuration not stated)	-4%	.	.	.	?
40	CCCCn1c(N)c(N(C)C(=O)c2c(C)nn(-c3ccccc3)c2C)c(=O)[nH]c1=O	-1%	23%	-7%	-6%	2%
41	COc1ccccc1N(C)S(=O)(=O)c1ccc(C(=O)NC2CCCCC2)cc1	-4%	-42%	5%	-6%	-1%
42	O=C(C[C@H]1C[C@H](C(=O)N2CCCCC2)[C@@]2(CCc3ccccc3)c3[nH]c4ccc(Cl)cc4c3CCN2C1=O)NCCC1=CCCCC1	-3%	2%	0%	-32%	-3%

entry	RXFP1 agonist	RGS4 inh	Vif-A3F inh	TrxR1 inh
31	.	.	-2%	.
32	0.5%	-1%	-3%	21%
33	0.3%	-19%	3%	-7%
34	-1.0%	19%	.	8%[57.1 µM]
35	-0.1%	-39%	-1%	-20%
36	3.6%	-4%	6%	6%[57.1 µM]
37	0.5%	18%	8%	20%[57.1 µM]
38	1.7%	14%	5%	24%[57.1 µM]
39	.	-5%	.	?
40	.	-19%	-4%	17%
41	0.0%	?	-1%	16%
42	.	1%	0%	-7%
